RORgamma inh: blocks mouse ROR gamma transcriptional activity. P51450. Drosophila S2 Gal4-RORgamma UAS-luciferase reporter, 20 h. Potency, µM (series often up to 53.6 µM), inactives show at the top dose activity change, negative = inhibition, hits mostly inhibitors. 5.4% of 310,000 active. AID 2551; also: potency is read from the fitted curve at half-maximal effect; % is scaled to controls: 0 for no effect and ±100 for the full control effect; nearly all actives have a fitted effect of over 60% in size
Target sequence (P51450 whole entry, looked up, the tested form may be a part): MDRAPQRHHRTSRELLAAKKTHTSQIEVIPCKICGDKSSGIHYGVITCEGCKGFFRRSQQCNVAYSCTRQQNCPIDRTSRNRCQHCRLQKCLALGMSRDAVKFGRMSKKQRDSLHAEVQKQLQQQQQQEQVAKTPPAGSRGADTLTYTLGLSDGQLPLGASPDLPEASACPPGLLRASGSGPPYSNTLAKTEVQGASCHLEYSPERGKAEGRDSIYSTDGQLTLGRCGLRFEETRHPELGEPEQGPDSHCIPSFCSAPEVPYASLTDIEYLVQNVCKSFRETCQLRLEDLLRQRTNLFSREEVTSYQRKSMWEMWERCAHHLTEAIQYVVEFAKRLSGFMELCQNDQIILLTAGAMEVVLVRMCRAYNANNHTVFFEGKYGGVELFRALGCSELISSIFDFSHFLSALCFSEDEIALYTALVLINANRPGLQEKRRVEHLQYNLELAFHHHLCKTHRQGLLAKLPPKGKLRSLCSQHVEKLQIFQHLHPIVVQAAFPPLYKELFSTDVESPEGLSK
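Using a luciferase readout, inhibitors were identified by reduced reporter activity in Drosophila cells coexpressing a copper-inducible Gal4–ROR gamma fusion and UAS-driven Photinus luciferase, incubated 20 hr after 700 uM copper sulfate.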
ELG1 genotox: inducers of genotoxicity in HEK293T ELG1-luciferase cells; HEK293T ELG1-luciferase reporter, luminescence, 16 h; Potency, µM (titrated, usually from 46 µM), inactives show top-dose activity change, positive = activation, actives largely listed as activators; 1.3% of 330,000 active; AID 504466; also: potency is read from the fitted curve at half-maximal effect; % of control where 0% means no effect; nearly all actives have a fitted effect of over 60% in size
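Genotoxicity was scored as increased ELG1-luciferase reporter signal, measured by ONE-Glo luminescence (30 min, room temperature). Compound or vehicle exposure of the HEK293T reporter cells lasted 16 hr at 37°C.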
ELG1 repair inh: ELG1-dependent DNA repair inhibition | 2.3% of 330,000 active | Potency, µM (doses to about 46.1 µM), inactives show at the top dose activity change, negative = inhibition, hits mostly inhibitors | HEK293T ELG1-luciferase reporter, luminescence, 16 h; DNA damage induced by 5-fluorouridine; also: potency is read from the fitted curve at half-maximal effect; % is scaled to controls: 0 for no effect and ±100 for the full control effect; nearly all actives have a fitted effect of over 55% in size
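Step one: seed 2,000 cells per well. Step two: pin-transfer compound or DMSO alongside 5-fluorouridine. Step three: incubate 16 hr, 37 °C, 5% CO2. Step four: add ONE-Glo, wait 30 min, read luminescence.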
BRCA1 expr up: increases BRCA1 expression. AID 624202. MCF7-BRCA1-FFLuc reporter, luminescence, 48 h; response scale: scaled: vehicle 0%, 10 µM genistein 100%. 1.1% of 380,000 active. Potency, µM (titrated, usually from 46.1 µM), without a hit: top-dose activation, actives largely listed as activators; also: potency is read from the fitted curve at half-maximal effect; nearly all actives have a fitted effect of over 80% in size; some results filed as inactive show a strong effect at the top dose
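Quantitative HTS in MCF7 cells stably reporting BRCA1 expression via firefly luciferase. Compound treatment lasts 48 h at 37 °C in phenol-red free MEM. Activation is expressed relative to genistein at 10 microM and DMSO.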
VP16 counter: counter-screen for ROR gamma inhibitors: Gal4-VP16 reporter; Drosophila S2 Gal4-VP16 UAS-luciferase, luminescence, 20 h; Potency, µM (doses to about 53.6 µM), inactives show top-dose activity, negative = inhibition, most hits filed as inhibitors; 3.5% of 310,000 active;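 also: Gal4-VP16 expression switched on by copper sulfate through the metallothionein promoter; potency is read from the fitted curve at half-maximal effect; % is scaled to controls: 0 for no effect and ±100 for the full control effect; nearly all actives have a fitted effect of over 50% in size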
Tb PFK block: inhibitors of T. brucei phosphofructokinase; 0.17% of 330,000 active; O15648; T. brucei PFK, ADP-Glo luminescence; Potency, µM (highest dose often 57.5 µM), without a hit: top-dose activity, negative = inhibition, actives largely listed as inhibitors;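 also: potency is read from the fitted curve at half-maximal effect; 0% = uninhibited 1x PFK enzyme wells and -100% = no-enzyme wells; nearly all actives have a fitted effect of over 60% in size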
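1.25 nM PFK with 0.5 mM F6P and 0.1 mM ATP in 0.1 M TEA pH 8.0, 5 mM MgCl2, incubated 45 min at room temperature; ADP measured by ADP-Glo luminescence; compounds titrated up to 57 uM.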
Rab9 promoter act: Rab9 promoter activation. Huh7 Rab9 promoter-luciferase reporter, luminescence, 24 h. Potency, µM (top dose mostly 9.22 µM), without a hit: at the highest dose activation, negative = inhibition, hits mostly activators. 2.8% of 320,000 active. AID 485297; also: potency is read from the fitted curve at half-maximal effect; % of control where 0% means no effect; nearly all actives have a fitted effect of over 60% in size
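Cell-based reporter: Huh7 stable for Rab9 promoter-driven luciferase, plated in reduced-serum medium with 10% FBS at 1500 cells/well, compound-treated 24 h at 37 °C, luminescence read after 10 min reagent.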
TRPV1 ag: activates the human vanilloid receptor TRPV1 | activation, % at 8.33 µM | Q8NER1 | TRPV1-expressing cells, Fluo-8 calcium influx, agonist mode | 0.19% of 320,000 active; in the data active = activation above about 80%; inconclusive = between about 30% and that limit; also: 0% is about no effect
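Fluo-8 calcium influx in TRPV1-expressing cells, kinetic read (ex 480/em 520 nm). Compound added and read 3 min for agonist activity, followed by capsaicin at EC20 final and 2 min further read for enhancement.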
p53 reactivator: restores transcriptional activity of mutant p53; AID 504706; H1299 p53-A138V BP100-luciferase reporter, luminescence, 24 h; 0.063% of 320,000 active; Potency, µM (doses to about 92.2 µM), inactives show top-dose activity change, positive = activation, hits mostly activators; also: potency is read from the fitted curve at half-maximal effect; % of control where 0% means no effect; nearly all actives have a fitted effect of over 45% in size
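p53-null H1299 cells stably carrying temperature-sensitive p53-A138V and a BP100-luciferase reporter were pinned with compounds (4-point, 1:5 series) and held 24 hrs at 37 deg C. Luminescence was read 10 min after detection reagent.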
NPC1 promoter act: NPC1 promoter activation; AID 485313; 2.4% of 320,000 active; Potency, µM (doses to about 9.22 µM), inactives show at the highest dose activation, hits mostly activators; Huh7 NPC1 promoter luciferase reporter, 24 h;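 also: potency is read from the fitted curve at half-maximal effect; % of control where 0% means no effect; nearly all actives have a fitted effect of over 60% in size; reporter is driven by a mutant NPC1 promoter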
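Huh7 reporter cells (NPC1 promoter driving luciferase) are dosed with compound for 24 h at 37 °C, 5% CO2; luciferase detection reagent is then added and luminescence measured after 10 min at ambient temperature.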
FLuc modulator: inhibits or activates purified firefly luciferase, miR-21 counter-screen. purified FLuc, Km substrates, luminescence inhibition. 6.9% of 360,000 active. Potency, µM (series often up to 57.5 µM), inactives show at the top dose activity change, negative = inhibition, usual class: inhibitors. AID 588342;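 also: potency is read from the fitted curve at half-maximal effect; plate controls were vehicle for no effect and reference inhibitor for full effect; nearly all actives have a fitted effect of over 55% in size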
Target sequence (P08659 whole entry, looked up): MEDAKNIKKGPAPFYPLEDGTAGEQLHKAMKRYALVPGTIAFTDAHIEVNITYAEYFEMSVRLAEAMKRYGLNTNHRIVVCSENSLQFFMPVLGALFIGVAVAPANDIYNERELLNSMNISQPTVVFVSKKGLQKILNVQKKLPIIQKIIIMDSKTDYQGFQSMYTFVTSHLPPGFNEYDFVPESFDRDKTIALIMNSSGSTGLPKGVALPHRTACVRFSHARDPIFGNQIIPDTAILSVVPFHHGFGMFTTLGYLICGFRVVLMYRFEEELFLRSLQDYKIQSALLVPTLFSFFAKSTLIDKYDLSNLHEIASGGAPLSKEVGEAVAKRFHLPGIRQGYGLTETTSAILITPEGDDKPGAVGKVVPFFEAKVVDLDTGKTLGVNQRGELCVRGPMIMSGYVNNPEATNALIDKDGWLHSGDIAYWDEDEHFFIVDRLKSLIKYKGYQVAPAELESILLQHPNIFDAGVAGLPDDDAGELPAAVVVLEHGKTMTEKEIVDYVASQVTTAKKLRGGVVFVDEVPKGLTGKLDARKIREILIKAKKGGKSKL
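Purified P. pyralis luciferase, 10 nM final, with Km-level 10 uM D-luciferin and 10 uM ATP in 50 mM Tris acetate pH 7.5, 10 mM Mg acetate, 0.01% Tween-20, 0.05% BSA; 6-point qHTS titration about 60 µM downward; luminescence read.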
The depositor's hits bear a star; ? = inconclusive; . = no result given; & = joins results of further samples; [ ] = dose if it differs, or a comment. Unless noted, calls follow the shape of the dose curve; as a rule, active = well fitted curve in the direction sought with a large enough effect; inconclusive = small, poorly fitted or top-dose-only effect, or another doubt; inactive = no such curve, though single readings can be large; an effect the other way counts as inactive or inconclusive. Compounds as they come; overall some 15% were active at least once.

No.	mol	RORgamma inh	ELG1 genotox	ELG1 repair inh	BRCA1 expr up	VP16 counter	Tb PFK block
1	S=c1nc2ccccc2c2nc(-c3cccnc3)[nH]n12	0.45µM*	4%	8%	0%	?	1%
2	O=C(NCCCO)Nc1ccc2nc(-c3ccco3)c(-c3ccco3)nc2c1	-28%	2%	-8%	.	-2%	?
3	CCOC(=O)/C(C#N)=C\C1=C(N2CCCC2)CC(C)(CC)OC1 (configuration not stated)	12%	0%	3%	-7%	8%	-6%
4	Cc1ccc(CN2CCN(/N=C/c3cc(Br)cc(Br)c3O)CC2)c(C)c1	-1%	0%	2%	-26%	0%	-14%
5	CCN(c1ccccc1)S(=O)(=O)c1ccc(N2CCN(c3ccc(O)cc3)CC2)nc1	.	-4%	?	-89%[inhibitor]	.	-13%
6	CCC1(C)CC2(CCCN(CCC(=O)c3ccccc3)C2)CCO1 (configuration not stated)	4%	1%	-11%	-19%	6%	-4%
7	COc1cccc(NC(=S)NCCc2ccccn2)c1	?	5%	?	35%	18µM*	-1%
8	CC(=O)NCCn1c(SCC(=O)NCCC(C)C)nc2ccccc2c1=O	4%	2%	-8%	3%	6%	2%
9	COc1ccc(CCC(=O)OCC(=O)Nc2c(C)nn(-c3ccccc3)c2C)cc1	.	-11%	23%	-22%	.	-3%
10	Cc1cccc(NC(=O)CCc2c(C)nn(-c3ccc(N4CCCCC4)nn3)c2C)c1	1%	9%	?	72%	?	2%
11	COc1ccsc1C(=O)Nc1ccc(F)cc1F	21%	7%	?	-15%	?	-6%
12	CC(=O)N(C)C1(c2nnnn2CCOC(=O)Nc2cccc3ccccc23)CCCC1	?	2%	13%	-21%	-5%	-4%
13	COc1ccccc1NC(=O)Cn1c2ccccc2c2nc3n(c(=O)c21)CCS3	29%	-5%	?	-26%	1%	1%
14	COC(=O)c1sccc1NC(=S)N1CCN(C)CC1	-9%	-2%	13%	-5%	3%	-4%
15	O=C1COc2ccc(-c3n[nH]c(=O)c4ccccc34)cc2N1	-2%	-3%	-15%	-12%	-6%	-2%

No.	Rab9 promoter act	TRPV1 ag	p53 reactivator	NPC1 promoter act	FLuc modulator
1	-6%	-1	0%	0%	?
2	7%	2	-14%	0%	11µM*
3	-5%	-2	1%	1%	3%
4	-1%	0	-5%	-2%	2%
5	.	.	12%	.	.
6	-2%	-5	-20%	-8%	-6%
7	18%	-2	1%	5%	-7%
8	-3%	-2	-3%	-5%	6%
9	-1%	13	2%	2%	9%
10	?	-7	?	?	5.4µM*
11	15%	2	3%	1%	-6%
12	-2%	0	-10%	-1%	5%
13	0%	1	2%	-2%	-9%
14	-8%	1	5%	-3%	-2%
15	0%	0	-7%	-1%	-13%

Going on with the list:
No.	mol	RORgamma inh	ELG1 genotox	ELG1 repair inh	BRCA1 expr up	VP16 counter	Tb PFK block
16	Cc1ccc(NC(=O)c2ccc(=O)n(CC(=O)Nc3ccccc3)n2)cc1	-14%	4%	?	-12%	6%	-2%
17	CN(C)CCCNc1c2ccccc2nc2ccccc12	-39%	-11%	?	-95%	?	0%
18	COC(=O)c1[nH]c2ccc(Cl)cc2c1NC(=O)c1ccccc1[N+](=O)[O-]	?	?	12%	-10%	?	2%
19	CC(C)(C)OC(=O)N/N=C\c1ccc(OC(=O)c2ccco2)cc1	10%	?	?	7.9µM*	-16%	-2%
20	COCCNc1nnc(SCC(=O)NNC(=O)c2ccco2)s1	.	3%	17%	-1%	.	-5%
21	Nc1nonc1NC(=O)NN=C1CCCCC1	18%	0%	8%	-1%	2%	-8%
22	Cc1ccc(C(=O)CCC(=O)Nc2ccccc2C)cc1C	17%	4%	?	12%	-8%	3%
23	Cc1ccc(N=Cc2c(O)c3ccccc3oc2=O)cc1F	.	-1%	28%	4%	.	8%
24	CC(C)Oc1ccc(/C=N/NC(=O)c2ccc(N(Cc3ccccc3)S(C)(=O)=O)cc2)cc1	?	2%	?	1%	?	4%
25	O=C1N[C@@H](c2ccccc2)COC(=O)[C@@H](Cc2ccc(F)cc2)CC/C=C/C[C@H]1CC(=O)N(CCO)Cc1ccccc1	.	-12%	15µM*	0%	.	-8%
26	Cc1ccccc1CN1C(=O)c2ccccc2Sc2ccc(C(=O)NCCCN3CCOCC3)cc21	?	-1%	?	-30%	4%	-6%
27	C/C(=N\NC(=O)COc1ccccc1[N+](=O)[O-])c1cccs1	18%	?	?	18%	-12%	0%
28	COc1ccc(NC(=O)c2cc(C)nc3ccccc23)cc1S(=O)(=O)Nc1ccccc1Cl	?	5%	-16%	-28%	?	-1%
29	CCCNC(=O)COC(=O)c1ccc(S(=O)(=O)N2CCCCCC2)cc1	1%	-1%	-4%	2%	9%	-2%
30	CCc1ccc(N2CCN(CCNC(=O)Nc3ccccc3)CC2)cc1	1%	-5%	-8%	4%	-16%	1%

No.	Rab9 promoter act	TRPV1 ag	p53 reactivator	NPC1 promoter act	FLuc modulator
16	0%	5	6%	-1%	0%&-1%
17	-39%[inhibitor]	10	?	-37%[inhibitor]	-2%
18	0%	16	-6%	-2%	3%
19	4µM*	-1	22%	?	2%
20	2%	1	13%	0%	4%
21	-8%	-2	23%	-5%	8%
22	4%	14	2%	1%	-8%
23	14%	25	.	-2%	1.7µM*
24	-3%	23	15%	3%	?
25	.	.	11%	.	.
26	3%	?	6%	6%	1%&-3%
27	3.2µM*	-2	3%	?	24µM*
28	-8%	-4	-9%	-2%	-2%
29	-4%	6	1%	-4%	1%
30	-2%	9	-4%	0%	0%

Another view of part of the listing above.
(29) CCCNC(=O)COC(=O)c1ccc(S(=O)(=O)N2CCCCCC2)cc1
(30) CCc1ccc(N2CCN(CCNC(=O)Nc3ccccc3)CC2)cc1
assay / compound | 29 | 30
RORgamma inh | 1% | 1%
ELG1 genotox | -1% | -5%
ELG1 repair inh | -4% | -8%
BRCA1 expr up | 2% | 4%
VP16 counter | 9% | -16%
Tb PFK block | -2% | 1%
Rab9 promoter act | -4% | -2%
TRPV1 ag | 6 | 9
p53 reactivator | 1% | -4%
NPC1 promoter act | -4% | 0%
FLuc modulator | 1% | 0%

Going on with the list:
No.	mol	RORgamma inh	ELG1 genotox	ELG1 repair inh	BRCA1 expr up	VP16 counter	Tb PFK block
31	CC(C)Cn1c(CN2CCCCC2C)nc2c1c(=O)n(C)c(=O)n2C (configuration not stated)	12%	-3%	29%	2%	0%	2%
32	Cn1c(CNC(=O)CCNC(=O)c2ccccc2F)cc(=O)n(C)c1=O	-5%	2%	?	7%	3%	1%
33	COc1ccc(C2=NS(=O)(=O)N(C)C(C(=O)NCc3cccs3)=C2)cc1OC	13%	-7%	?	-4%	-5%	6%
34	COc1ccc(OCC(=O)Nc2cccc(C(=O)Nc3ccccc3C(=O)O)c2)cc1	11%	0%	2%	-18%	-2%	6%
35	COc1ccc(NC(=O)c2cnc(NS(=O)(=O)c3ccccc3)nc2)cc1	-15%	7%	8%	-46%	-10%	2%
36	COc1ccc(NC(=O)c2cnc(SC)nc2C)c(OC)c1	-20%	0%	14%	-2%	-3%	0%
37	CCc1c(C)nc(SCC(=O)N2CCc3ccccc32)[nH]c1=O	-2%	7%	6%	.	-8%	16%
38	COc1ccc2c(C)nc(Nc3nc(C)cc(C)n3)nc2c1	0.25µM*	.	?	-46%	1.3µM*	0%
39	COc1ccccc1NC(NC(=O)c1ccccn1)C(Cl)(Cl)Cl (configuration not stated)	11%	2%	-3%	50%	-2%	0%
40	O=C(NC(Nc1ncccn1)C(=O)c1ccccc1)c1ccccc1 (configuration not stated)	35%	0%	-13%	-19%	-3%	-9%
41	CC1(c2ccc3c(c2)OCO3)NC(=O)N(CC(=O)Nc2ccccc2)C1=O (configuration not stated)	.	-4%	-1%	-4%	.	-1%

No.	Rab9 promoter act	TRPV1 ag	p53 reactivator	NPC1 promoter act	FLuc modulator
31	3%	10	20%	-4%	5%
32	-4%	1	3%	1%	2%
33	4%	16	7%	-3%	-16%
34	-2%	0	-1%	1%	24µM*
35	0%	-2	0%	1%	1%
36	-6%	-2	-4%	-7%	-3%
37	6%	-1	-9%	-2%	2%[2.3 µM]
38	-3%	5	-3%	-7%	0%
39	-7%	0	-6%	-1%	-1%
40	4%	-3	-5%	0%	0%
41	1%	29	0%	2%	-1%

Screening data deposited in PubChem BioAssay by National Center for Advancing Translational Sciences (NCATS).
